Bioassay records from PubChem BioAssay.
NR2E3 ag-1: agonists of human nuclear receptor NR2E3; Q9Y5X4; GST-NR2E3/biotin-RetCOR TR-FRET, 1536-well; inhibition of corepressor binding, % at 4.78 µM; 320,000 compounds, 0.12% hits; AID 2300;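 active = percent inhibition above the cutoff of mean plus 3 SD of all tested compounds, set per screening campaign, cut at about 20% in these data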;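 also: 0% = DMSO wells and 100% = biotin wells as full block of FRET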
Target sequence (Q9Y5X4 whole entry, looked up): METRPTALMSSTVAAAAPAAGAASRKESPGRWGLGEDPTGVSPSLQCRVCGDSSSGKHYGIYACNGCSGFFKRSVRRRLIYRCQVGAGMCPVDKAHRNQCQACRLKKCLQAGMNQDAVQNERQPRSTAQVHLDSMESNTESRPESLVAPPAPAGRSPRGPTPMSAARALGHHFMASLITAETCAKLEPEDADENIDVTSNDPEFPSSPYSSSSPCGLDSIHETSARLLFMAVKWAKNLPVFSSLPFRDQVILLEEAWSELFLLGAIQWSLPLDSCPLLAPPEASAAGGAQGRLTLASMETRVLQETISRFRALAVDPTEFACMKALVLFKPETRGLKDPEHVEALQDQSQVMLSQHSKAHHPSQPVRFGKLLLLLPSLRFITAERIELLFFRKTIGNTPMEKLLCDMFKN
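System: GST-tagged NR2E3 plus biotinylated RetCOR corepressor; Buffer or medium: pH 7.5 Tris-based buffer; Probe or stimulus: RetCOR corepressor, biotinylated, 7 nM; Doses: compound at 4.8 µM, single dose; Schedule: 5 h incubation at 4 °C; Technique: time-resolved FRET; Evaluation: percent inhibition of TR-FRET ratio; Replication: one well per compound, singlicate testing.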
CaV13 FRET inh: Primary screen for inhibitors of IQ motif and Ca2+-dependent inactivation inhibitor domain binding in CACNA1D, Förster resonance energy transfer in living cells, …. HEK cells, CFP/YFP FRET ICDI-IQ, plate reader, 10 min; percent FRET-ratio fall versus neutral wells. inhibition, % at 12.3 µM. 340,000 compounds, 0.098% hits;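 active = mean replicate inhibition of at least 30% and at least 1% of replicates passing that level; inconclusive = only one of the two criteria is met; inactive = neither criterion is met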;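 also: 0% = median of the neutral control wells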
HIF-2a inh: HIF-2a inhibition. 786-0 RCC cells HIF-2a reporter, luciferase luminescence, overnight. inhibition, % at 18.8 µM. 360,000 compounds, 0.72% hits. AID 624352;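 active = inhibition of the luminescence signal of 40% or more relative to plate controls, in a single-dose primary screen at 18.75 µM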
NR2E3 ag-2: human photoreceptor-specific nuclear receptor agonism | Q9Y5X4 | CHO-S Gal4-NCOR/VP16-NR2E3 two-hybrid, luciferase | 360,000 compounds, 0.35% hits | AID 602229 | inhibition of corepressor binding, % at 3.98 µM;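 active = inhibition above the mean of all tested compounds plus 3 SD, cut at about 70% in these data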;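 also: 0% = DMSO with NR2E3 transfected cells and 100% = cells lacking NR2E3 construct; higher means lower luciferase signal from less NR2E3 corepressor binding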
Granule exo inh: lytic granule exocytosis inhibition; TALL-104 LAMP-1 surface exposure, flow cytometry; cells stimulated with thapsigargin and PMA; inhibition, % at 10 µM; 360,000 compounds, 0.66% hits;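 active = inhibition above about 55%, limit read from the data; inconclusive = no clear call, values can overlap the other calls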
aDG glyco up: increases alpha dystroglycan glycosylation | Pro5-aDG cells, alpha-DG glycosylation AlphaScreen (IIH6); 0% Pro5, 100% B10-LARGE cell signal | activation, % at 10 µM | 360,000 compounds, 0.22% hits | AID 624168;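 active = activation of at least 8% versus controls, or a plate z-score of at least 8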;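 also: Pro5 are CHO cells carrying HIG-tagged alpha-DG that lacks glycosylation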
iPSC survival up: increases survival of single human iPS cells. AID 602274. survival enhancement, % at 20 µM. 360,000 compounds, 0.044% hits. hiPSC single-cell survival, ATPlite luminescence; 100% = ROCK inhibitor wells, 0% = DMSO; in the data active = survival enhancement above about 18%;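 also: cells exposed to compounds for 16 hours before the ATP read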
PDI turbidity: PDI (human) enzyme inhibition; PDI insulin aggregation turbidity, A650, 90 min; inhibition, % at 10 µM; 350,000 compounds, 0.052% hits; AID 588391;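 active = mean inhibition across replicates of 30% or more, whatever share of single replicates reach that level; inconclusive = mean inhibition below 30% while every single replicate reaches 30%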;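 also: absorbance from insulin aggregation driven by PDI reduction with DTT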
Target sequence (P07237 whole entry, looked up): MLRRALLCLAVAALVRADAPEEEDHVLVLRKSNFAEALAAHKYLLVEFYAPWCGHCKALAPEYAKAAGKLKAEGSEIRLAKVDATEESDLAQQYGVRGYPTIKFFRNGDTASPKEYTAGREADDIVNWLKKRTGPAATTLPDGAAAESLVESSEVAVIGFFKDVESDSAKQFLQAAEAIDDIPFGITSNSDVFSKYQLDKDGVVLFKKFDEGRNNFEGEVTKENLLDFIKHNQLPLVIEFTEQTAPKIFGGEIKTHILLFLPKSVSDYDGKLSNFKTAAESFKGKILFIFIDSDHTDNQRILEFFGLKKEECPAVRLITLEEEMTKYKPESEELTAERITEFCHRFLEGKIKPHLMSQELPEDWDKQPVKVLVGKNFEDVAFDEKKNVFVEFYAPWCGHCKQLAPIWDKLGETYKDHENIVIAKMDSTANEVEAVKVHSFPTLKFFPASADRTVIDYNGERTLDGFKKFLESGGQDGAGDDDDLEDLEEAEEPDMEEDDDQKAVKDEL
TRPM1 prom inh: inhibitors of MITF-driven TRPM1 promoter in melanoma cells. SK-MEL-5 TRPM1 promoter luciferase, 24 h. inhibition, % at 12.5 µM. 330,000 compounds, 0.83% hits. AID 488899;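 active = mean inhibition across replicates of 60% or more, whatever share of single replicates reaches that level; inconclusive = some that reach 60%, reason not given; inactive = mean inhibition across replicates below 60%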; also: values of inactives mirror those of a sister screen read the other way
Peg3 promoter: reduces Peg3 promoter-driven luciferase expression in HeLa. HeLa PEG-Prom luciferase reporter, luminescence, overnight. 360,000 compounds, 1.7% hits. inhibition, % at 20 µM;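 active = inhibition of at least 50% at 20 µM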
Vif imaging: blocks HIV Vif function | inhibition, % at 7.49 µM | HEK293T cells, Vif self-association by quenched fluorescence, imaging, 24 h | 340,000 compounds, 0.35% hits; in the data active = inhibition above about 50%, passing the limit was not always enough; inconclusive = no clear call, values can overlap the other calls; inactive = below about 31%; also: some results filed as inactive read as strong as hits
Active calls of the source: *; ? = inconclusive; nt = no result given.

SMILES | NR2E3 ag-1 | CaV13 FRET inh | HIF-2a inh | NR2E3 ag-2 | Granule exo inh | aDG glyco up | iPSC survival up | PDI turbidity | TRPM1 prom inh | Peg3 promoter | Vif imaging
COc1ccc(NC(=O)N(C)C[C@H]2Oc3c(NC(=O)Nc4c(C)noc4C)cccc3C(=O)N([C@H](C)CO)C[C@@H]2C)cc1 | nt | -6 | 3 | -27 | -2 | -0.4 | 1.1 | 22 | 4 | -2 | nt
O=C(NCC(=O)N(Cc1ccccc1)C(C(=O)NCC1CCCO1)c1ccccc1)c1ccco1 (configuration not stated) | 3 | -3 | 18 | -14 | -4 | 0.5 | 2.2 | 9 | nt | 21 | 14
Cc1cccc(CN2CCN(c3ncccn3)CC2)c1 | 2 | -4 | 10 | 7 | -5 | 0.1 | -0.3 | 1 | -3 | -12 | 0
C[C@@H]1CN([C@H](C)CO)S(=O)(=O)c2ccc(Br)cc2O[C@H]1CN(C)C(=O)Cc1ccccn1 | nt | -7 | 11 | -19 | 0 | -0.3 | -1.6 | 11 | nt | 8 | -2
O=C(c1cc(-c2ccco2)nc2ccccc12)N1CCCC(C(F)(F)F)C1 (configuration not stated) | 3 | -6 | 6 | -2 | 0 | -0.1 | 0.3 | 7 | 6 | 13 | -1
COc1cccc(C=C2SC(=S)NC2=O)c1 | nt | -8 | -206 | -21 | 4 | -0.1 | -1.8 | -8 | -10 | -149 | 0
O=C(Nc1ccccc1)c1cc(C2CCCN(C(=O)c3ccccc3)C2)on1 (configuration not stated) | nt | -4 | -256 | -56 | -3 | 0.1 | -1.9 | 9 | nt | -181 | 3
Cc1ccc(OCCOc2cccc(/C=N/NC(N)=O)c2)cc1 | 1 | -2 | -114 | -84 | 28 | 0.2 | -0.2 | -6 | -23 | -91 | -1
CSc1nnc(N(CCC#N)CCC#N)s1 | -1 | nt | 12 | 13 | 7 | 0.0 | 9.1 | -1 | 7 | 3 | -6
CCOC(=O)c1cccc(NC(=O)CN(c2ccc(OC)cc2)S(=O)(=O)c2c(C)noc2C)c1 | 0 | -6 | 12 | -3 | -2 | 0.0 | -1.7 | 7 | 0 | 9 | -3
O=C(N/N=C/c1ccncc1)c1ccccn1 | 0 | -4 | -90 | -72 | 10 | -0.2 | 4.0 | -3 | -102 | -85 | -7
O=C(Nn1c(-c2ccccc2)nc2ccccc2c1=O)c1ccc([N+](=O)[O-])cc1 | -6 | -5 | 22 | -11 | 8 | 0.1 | 1.6 | 14 | -2 | 16 | ?
Cc1cc(-c2nnc(SCC(=O)Nc3ccc(Cl)cn3)n2N)n[nH]1 | -1 | -5 | 4 | 24 | 1 | -0.2 | 0.5 | -10 | -4 | 3 | 55*
Cc1ccc(OC(=O)c2ccncc2)c(C)c1 | 0 | -13 | 17 | -9 | 3 | 0.0 | 2.4 | -2 | 5 | 5 | 18
NC(=O)c1ccc(NC(=O)COC(=O)CCC2CCCCC2)cc1 | nt | -16 | 5 | -19 | 1 | 0.1 | -0.4 | 4 | 1 | 7 | -3
Cc1cc2oc(C(=O)Nc3cccnc3)c(C)c2cc1C | 0 | -5 | -234 | -2 | -1 | 0.0 | -0.7 | -1 | -65 | -167 | 1
COCCNC(=O)C(=O)N/N=C/c1cccs1 | 0 | -4 | -4 | -9 | -1 | 0.1 | 2.4 | -6 | -28 | 1 | -10
Cc1cc(C)c2c(=O)n(CC(=O)N3CCN(c4ccccc4)CC3)ccc2n1 | nt | -5 | 10 | -10 | -2 | 0.3 | 0.7 | 1 | nt | 1 | 2
CC(Sc1nc(-c2ccccc2)cc(C(F)(F)F)n1)C(=O)Nc1ccc2c(c1)OCO2 (configuration not stated) | 2 | -5 | -9 | -1 | -8 | 0.0 | -1.8 | -16 | -4 | 21 | 5
CCc1n[nH]c(=S)n1/N=C/c1cc(OC)cc([N+](=O)[O-])c1O | 0 | -4 | -1 | -11 | ? | 0.4 | 0.1 | -1 | 8 | 0 | 3
Cc1ccccc1NC(=S)NCc1ccc2[nH]c3c(c2c1)CCCC3 | 2 | -7 | -18 | -8 | 1 | 0.1 | -3.5 | -5 | nt | 2 | -8
CC(C)N1C(=O)/C(=C\c2nc3ccccc3c(=O)[nH]2)c2ccccc21 | -7 | 0 | 31 | -9 | 98* | 0.2 | -0.5 | -5 | -18 | 61* | -13
CC(=O)N(CCCN(C)C)CCC(C)CCC=C(C)C (configuration not stated) | 0 | nt | 1 | -16 | -2 | 0.0 | -1.5 | 13 | -6 | 8 | 19
Cc1ccc(C(=O)OCC(=O)Nc2ccc(Cl)cn2)s1 | 1 | -3 | 9 | -6 | -5 | -0.2 | -0.2 | -9 | -13 | -8 | 10
CCOC(=O)c1cc(-c2ccccc2C)nn1CC1CC(c2ccc(OC)cc2)=NO1 (configuration not stated) | 3 | -10 | -50 | -5 | -7 | -0.1 | -1.7 | 0 | -5 | -12 | -2
COc1ccc(-n2c(C)cc(C)c(C(C)=O)c2=S)cc1 | -2 | -2 | 17 | -22 | -1 | 0.0 | -0.1 | -5 | -3 | 1 | 3
COc1ccccc1N1CCN(C(=O)c2ccc(CSc3ccccc3)cc2)CC1 | -4 | -4 | 3 | -18 | -9 | 0.0 | 0.8 | 10 | -2 | 9 | 21
Cc1cccc(C)c1N1C(=O)CC(N2CCSCC2)C1=O (configuration not stated) | -1 | -2 | 16 | -9 | 2 | 0.0 | 0.1 | 0 | 4 | 14 | -4
CC(=O)N1CCN(C(=O)COc2ccccc2C(=O)Nc2ccccc2)CC1 | -3 | 5 | 10 | -21 | -5 | -0.1 | 0.0 | 6 | 13 | 5 | 4
O=C(NC12CC3CC(CC(C3)C1)C2)c1ccc([N+](=O)[O-])o1 | -1 | -8 | 65* | 15 | 8 | 0.6 | -0.7 | 3 | 63* | 84* | 0
COC(=O)[C@H](Cc1ccc(O)cc1)NC(=O)Cn1cnc2c(SC)nc(N)nc21 | nt | -3 | 6 | 5 | 0 | 0.0 | -1.4 | 9 | -4 | 11 | nt
CCOC(=O)N1CCN(C(=O)CCCn2nc(C)c3sc4ccccc4c3c2=O)CC1 | 0 | nt | -9 | 6 | 3 | 0.1 | -3.3 | 10 | 1 | 16 | 1
CCCNC(=O)N(C)c1nncnc1C(=O)NC | -4 | -4 | 8 | -42 | 3 | -0.1 | 5.2 | 1 | -4 | 3 | -14
COc1ccc(C(=O)NNC(=O)Nc2ccc(Cl)cc2)cc1 | 2 | -4 | 14 | 0 | -2 | -0.4 | 1.7 | 2 | -5 | 9 | -2
CCC(=O)NCCc1nc2cc(NC(=O)c3ccccc3Cl)ccc2n1C | nt | -3 | -154 | -20 | -8 | -0.2 | 1.4 | 5 | -56 | -111 | 13
Cn1ncc([N+](=O)[O-])c1C(=O)Nc1cc(Cl)ccc1Cl | nt | -4 | -3 | 3 | -7 | -0.1 | -0.6 | -3 | nt | 10 | -10
COc1ccc(Cc2c(-c3ccc(C#N)cc3)nc3c(Cl)cc(C(F)(F)F)cn23)c(C)c1 | nt | -6 | 13 | 6 | -4 | -0.5 | -1.6 | nt | nt | nt | nt
Cc1noc(C)c1CN1C(=O)c2ccc([N+](=O)[O-])cc2C1=O | 3 | -2 | 12 | -8 | 12 | 0.1 | 0.5 | 0 | 7 | -15 | 13
COC(=O)C(C)(C)NC(=O)c1cccs1 | 3 | -9 | 15 | -25 | 0 | 0.1 | 2.0 | 0 | -6 | 8 | 2
O=C(NCCNC(=O)c1ccc(-c2cc(Cl)ccc2Cl)o1)c1cnccn1 | nt | -5 | 17 | 1 | 11 | -0.2 | 2.1 | -1 | nt | 29 | -5
COc1ccc(N2CC(C(=O)NCc3ccccc3)CC2=O)cc1 (configuration not stated) | 0 | nt | 13 | -7 | 4 | 0.0 | -4.4 | 14 | -2 | 9 | 0
C[C@H]1CN([C@@H](C)CO)C(=O)c2cccc(NS(=O)(=O)c3ccc(F)cc3)c2O[C@H]1CN(C)S(=O)(=O)c1cn(C)cn1 | nt | -5 | 0 | -22 | 2 | 0.0 | -0.8 | 4 | -2 | -18 | -5
Nc1cc(=O)[nH]c(SCC(=O)NNC(=O)c2ccccc2)n1 | 5 | -2 | 9 | -20 | 3 | -0.2 | 0.2 | 3 | -28 | 12 | -5
CN(CC(=O)Nc1ccc(Cl)c(Cl)c1)C(=O)c1ccccc1SCC(=O)N1CCCC1 | nt | 0 | 1 | -14 | -6 | -0.1 | 3.2 | 6 | nt | -3 | 4
CCCCN1CNC(=S)N(c2ccccc2OCC)C1 | -2 | -7 | 9 | -13 | -1 | 0.4 | -1.8 | -7 | 3 | 3 | 0
CCn1c(COC(=O)CNC(=O)c2cc(OC)c(OC)c(OC)c2)nc2cc(S(=O)(=O)N(C)C)ccc21 | -1 | -3 | 14 | 0 | -3 | -0.3 | -0.3 | -8 | 6 | -2 | -13
Cc1ccc(NC(=O)c2cc(-c3ccccc3O)n[nH]2)cc1Cl | nt | -18 | -63 | -21 | 1 | 0.2 | -0.1 | -7 | 0 | -72 | 7
CN(C)c1oc(/C=C/c2ccccc2)nc1C#N | -1 | nt | -253 | -99 | 33 | 0.2 | -0.3 | -4 | -15 | -114 | -12
COc1ccc(NC(=O)CSc2nc3ccccc3c(=O)n2C)cc1 | 0 | 4 | -10 | 0 | -3 | 1.1 | -0.4 | 5 | 3 | 4 | -7
O=C(NCc1ccco1)c1nn2c(C(F)(F)F)cc(-c3cccs3)nc2c1Cl | 3 | -14 | -3 | 9 | -1 | 0.3 | 0.0 | -2 | -3 | 2 | 35
Cn1cc(/C=C(\C#N)C(=O)Nc2cccc([N+](=O)[O-])c2)c2ccccc21 | 1 | 9 | 16 | -29 | -2 | -0.2 | -0.3 | -3 | 28 | 24 | 39
C/C=C(\C)C(=O)NCCN1C2=NC[C@H](Cc3ccc(O)cc3)N2C[C@@H]1Cc1ccc(OC)cc1 | 4 | -10 | -5 | 41 | -5 | -0.2 | -3.0 | 10 | 0 | -13 | -2
CCOc1ccc(CCN2C(=S)N([C@@H](Cc3ccc(O)cc3)CN3CCC[C@@H]3CN3C(=S)NC[C@@H]3Cc3ccccc3)C[C@@H]2Cc2ccc(O)cc2)cc1 | nt | -4 | -38 | 7 | 23 | 3.2 | -1.0 | nt | nt | 21 | 25
COc1ccccc1NC(=O)NCCN1CCNC1=O | 2 | -19 | 20 | 31 | -4 | -0.1 | -0.1 | 5 | 2 | -6 | -4

Laid out differently: results already given
Compound	NR2E3 ag-1	CaV13 FRET inh	HIF-2a inh	NR2E3 ag-2	Granule exo inh	aDG glyco up	iPSC survival up	PDI turbidity	TRPM1 prom inh	Peg3 promoter	Vif imaging
COc1ccccc1NC(=O)NCCN1CCNC1=O	2	-19	20	31	-4	-0.1	-0.1	5	2	-6	-4
Cc1ccccc1NC(=S)NCc1ccc2[nH]c3c(c2c1)CCCC3	2	-7	-18	-8	1	0.1	-3.5	-5	nt	2	-8
